Screening data (PubChem BioAssay)
GLA spleen mod: qHTS Assay for Inhibitors and Activators of Human alpha-Galactosidase From Spleen Homogenate; Potency, µM (highest dose often 80 µM), inactives show at the highest dose activity change, negative = inhibition, actives largely listed as inhibitors; AID 2107, 2009; Alpha-galactosidase A (Homo sapiens), P06280; hit rate 0.008% among 240,000; human spleen homogenate, 4MU-alpha-Gal fluorescence, 40 min;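 note: potency is the fitted concentration of half-maximal effect; 0% = enzyme with vehicle and -100% = no enzyme basal signal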
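Spleen homogenate 1 ug + cpd (titration) + 4-MU-alpha-D-galactopyranoside 1 mM; 37C 40 min; 50 mM citrate/phosphate pH 5.0, 0.01% Tween-20; stop pH 10; fluorescence 365/440; AC50 via Hill.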
Epigenetic derep: Quantitative High-Throughput Screen for Regulators of Epigenetic Control; murine LDR cells, GFP reporter derepression, 30 h; Potency, µM (doses to about 53.9 µM), without a hit: top-dose GFP activation, most hits filed as activators; hit rate 0.2% among 280,000; AID 1865, 2009; note: potency is the fitted concentration of half-maximal effect; % of control where 0% means no effect; nearly all actives have a fitted effect of over 60% in size
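Derepression of a silenced CMV-GFP reporter in murine LDR cells is scored by enumerating GFP-positive cells with a laser-scanning microplate cytometer after 30 hours of treatment at 37 C.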
NPSR antag: qHTS Assay for Antagonists of the Neuropeptide S Receptor: cAMP Signal Transduction | CHO-NPSR cells, cAMP TR-FRET, antagonist mode | Potency, µM (series often up to 38.3 µM), for the others: at the top dose activity change, negative = inhibition, usual class: inhibitors | hit rate 1% among 220,000 | AID 1461, 2008; note: potency is the fitted concentration of half-maximal effect; % is set by controls: 0 for no effect and ±100 for the full control effect; nearly all actives have a fitted effect of over 50% in size; many of its hits are not listed in these tables
Target sequence (Q6W5P4 whole entry, looked up): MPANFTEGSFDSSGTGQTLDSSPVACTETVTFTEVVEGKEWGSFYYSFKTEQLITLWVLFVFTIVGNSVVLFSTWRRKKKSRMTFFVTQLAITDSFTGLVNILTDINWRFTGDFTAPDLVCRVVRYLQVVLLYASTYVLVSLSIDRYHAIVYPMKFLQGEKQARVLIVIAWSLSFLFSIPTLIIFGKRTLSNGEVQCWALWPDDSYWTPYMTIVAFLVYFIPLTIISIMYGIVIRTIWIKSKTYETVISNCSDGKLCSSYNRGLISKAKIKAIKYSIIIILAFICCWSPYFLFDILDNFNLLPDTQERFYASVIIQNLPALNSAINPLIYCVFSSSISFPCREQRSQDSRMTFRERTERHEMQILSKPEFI
CBFb-RUNX1 inh: qHTS Assay for Compounds Blocking the Interaction Between CBF-beta and RUNX1 for the Treatment of Acute Myeloid Leukemia; Runt-related transcription factor 1 (Homo sapiens) + Core-binding factor subunit beta …; AlphaScreen CBFb-His/RUNX1-biotin binding, biochemical; Potency, µM (doses to about 59.8 µM), without a hit: at the top dose activity, negative = inhibition, hits mostly inhibitors; 230,000 tested, under 10 active; note: % of control where 0% means no effect
Target sequence (Q01196 whole entry, looked up): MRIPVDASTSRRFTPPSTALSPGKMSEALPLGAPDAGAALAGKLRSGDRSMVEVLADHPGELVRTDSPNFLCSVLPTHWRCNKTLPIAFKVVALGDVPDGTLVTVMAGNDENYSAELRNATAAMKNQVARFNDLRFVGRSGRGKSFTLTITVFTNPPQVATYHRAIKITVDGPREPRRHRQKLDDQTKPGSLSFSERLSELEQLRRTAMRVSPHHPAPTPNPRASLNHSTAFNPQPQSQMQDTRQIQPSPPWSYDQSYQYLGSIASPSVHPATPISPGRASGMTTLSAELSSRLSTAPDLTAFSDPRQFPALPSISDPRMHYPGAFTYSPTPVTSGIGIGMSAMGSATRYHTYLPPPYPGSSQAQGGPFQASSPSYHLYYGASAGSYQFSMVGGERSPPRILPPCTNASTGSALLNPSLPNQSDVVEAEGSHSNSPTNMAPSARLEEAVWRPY
Target sequence (Q13951 whole entry, looked up): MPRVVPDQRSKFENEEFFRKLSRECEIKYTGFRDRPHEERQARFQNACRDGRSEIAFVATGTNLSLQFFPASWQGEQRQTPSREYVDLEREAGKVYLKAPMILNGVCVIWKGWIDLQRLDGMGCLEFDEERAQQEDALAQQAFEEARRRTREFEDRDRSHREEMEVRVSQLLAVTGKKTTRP
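Inhibition was taken as any reduction in AlphaScreen signal from the CBF-beta–RUNX1 pair (His and biotin tags, 30 nM each), measured after compound (15 min) and bead (90 min) incubations at room temperature.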
Tau fluor counter: Counterscreen qHTS for Inhibitors of Tau Fibril Formation, Fluorescence Polarization | AID 1463, 2008 | Potency, µM (highest dose often 57.7 µM), for the others: at the highest dose activity change, negative = decrease | hit rate 0.93% among 280,000 | tau K18 P301L Alexa594 fluorescence, heparin fibrillization; note: potency is the fitted concentration of half-maximal effect; % is set by controls: 0 for no effect and ±100 for the full control effect; nearly all actives have a fitted effect of over 55% in size
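Human tau K18 P301L (15 uM unlabeled, 0.24 uM Alexa 594-labeled) in 100 mM sodium acetate pH 7 with 20 uM heparin, 6 hr at 37 C. ThT 30 uM added, 1 hr ambient; Alexa 594 FP and total fluorescence read at 555/632 nm.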
TexasRed fluor: Total Fluorescence Counterscreen for Inhibitors of the Interaction of Thyroid Hormone Receptor and Steroid Receptor Coregulator 2; TRb/SRC2 Texas Red total fluorescence interference; Potency, µM (doses to about 106 µM), for inactives: at the highest dose fluorescence change, negative = quenching; hit rate 0.29% among 280,000; AID 1479, 2009; active = well fitted curve in either direction with a large enough effect; inconclusive = small, poorly fitted or top-dose-only effect; note: potency is the fitted concentration of half-maximal effect; % is set by controls: 0 for no effect and ±100 for the full control effect
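Human TRβ ligand-binding domain (0.6 uM) and Texas Red SRC2 peptide (20 nM) in Tris buffer with 1 uM T3 and 5% DMSO were incubated with pinned compound for 5 hr at ambient temperature. Total fluorescence was computed as S + 2P (555/632 nm).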
Tau FP inhib: qHTS for Inhibitors of Tau Fibril Formation, Fluorescence Polarization; K18 P301L tau heparin fibrillization, Alexa594 FP, 6 h; Potency, µM (highest dose often 57.7 µM), inactives show at the highest dose activity, negative = inhibition, usual class: inhibitors; Microtubule-associated protein tau (Homo sapiens), P10636; hit rate 0.39% among 280,000; note: potency is the fitted concentration of half-maximal effect; % is set by controls: 0 for no effect and ±100 for the full control effect; nearly all actives have a fitted effect of over 55% in size
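Heparin (20 uM) drove fibril formation of recombinant tau K18 P301L, 15 uM unlabeled with 0.24 uM Alexa 594 label, for 6 hr at 37 C in 100 mM sodium acetate pH 7. Fluorescence polarization (555/632 nm) read 1 hr after 30 uM ThT.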
TRb SRC2 PPI: qHTS for Inhibitors of the Interaction of Thyroid Hormone Receptor and Steroid Receptor Coregulator 2 | TRbeta-SRC2 peptide binding, fluorescence polarization; receptor liganded with 1 µM T3 | Potency, µM (highest dose often 106 µM), without a hit: at the top dose activity change, negative = inhibition, hits mostly inhibitors | hit rate 0.065% among 280,000 | AID 1469, 2008;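 note: potency is the fitted concentration of half-maximal effect; plate controls were bound peptide for no effect and peptide without receptor for full effect; nearly all actives have a fitted effect of over 50% in size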
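Fluorescence polarization of 20 nM Texas Red SRC2 peptide with 0.6 uM human TRb ligand-binding domain, in Tris buffer with 1uM T3 and 5% DMSO. Incubated 5 hr ambient; normalized to unbound and bound controls.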
* hit, by the source's call; ? = inconclusive; . = no result given; [ ] = remark or other dose. Unless noted, calls come from the whole dose curve; as a rule, active = well fitted curve in the direction sought with a large enough effect; inconclusive = small, poorly fitted or top-dose-only effect, or another doubt; inactive = no such curve, though single readings can be large; an effect the other way counts as inactive or inconclusive. This is a subset (hit frequency here may not be typical).

SMILES	GLA spleen mod	Epigenetic derep	NPSR antag	CBFb-RUNX1 inh	Tau fluor counter	TexasRed fluor	Tau FP inhib	TRb SRC2 PPI
Cc1cc(C)cc(NC(=O)c2cccc(NC(=O)C3C4CC5OC(=O)C3C5C4)c2)c1 (stereo unspecified)	-2%	2.0%	-5%[46.1 µM]	0%	-19%	0%	-7%	8%
COc1ccc2c(c1)CCc1c(C(=O)Nc3ccc(OC)cc3OC)noc1-2	.	-2.2%	.	.	?	?	3%	-7%
Cc1ccc(CSc2nnc(NC(=O)Cn3cnc4ccccc4c3=O)s2)cc1	7%	-0.1%	16%	-21%	-15%	-1%	-11%	2%
Cc1ccc(SCCNC(=O)CN(c2cccc(C)c2C)S(C)(=O)=O)cc1	.	-2.1%	.	.	-20%	-3%	-3%	8%
CCOc1ccc2nc(Cl)c(C3CC(c4ccccc4)=NN3C(=O)c3cccs3)cc2c1 (stereo unspecified)	1%	1.0%	1%	19%	1%	-1%	5%	6%
CC(=O)N/C(=C\c1ccccc1)C(=O)Nc1ccc(O)cc1	7%	1.1%	3%	2%	8%[2.34 µM]	4%	-8%	-3%
CCCc1nn2c(=O)cc(COC(=O)c3cccc(NC(=O)c4cccs4)c3)nc2s1	.	-0.6%	.	.	-6%	-1%	-20%	3%
CCCCN(CC)Cc1ccc(CNC(=O)Nc2ccc(OC)cc2OC)o1	-4%	-1.4%	-14%[46.1 µM]	3%	-2%	-1%	-2%	1%
O=C(c1cccnc1)N1CCN(Cc2ccc3c(c2)OCO3)CC1	1%	-1.1%	-7%[46.1 µM]	3%	-1%	-6%	-10%	11%
CC(=O)Nc1ccc(NC(=O)C(C)OC(=O)/C=C/c2cnc3ccccc3n2)cc1 (stereo unspecified)	-5%	2.1%	-23%	9%	-18%	-1%	2%	-1%
CCOCCCn1c(=S)[nH]c2cc(C(=O)NCC(OC)OC)ccc2c1=O	-6%	2.0%	-2%	0%	-6%	-1%	5%	0%
Cc1ccccc1Nc1nc(N)nc(CN2CCN(Cc3ccc4c(c3)OCO4)CC2)n1	4%	-1.0%	9%	-8%	-7%	-1%	-5%	3%
Cc1ccc(NC(=O)CN2CCN(CCN=CC3=C(O)CC(c4ccc(C)cc4)CC3=O)CC2)cc1 (stereo unspecified)	-3%	1.1%	-6%	5%	-3%	-3%	0%	-2%
O=C(NNC(=S)Nc1cccc(C(F)(F)F)c1)c1cccc(Cl)c1	-2%	1.0%	7%	-21%	?	-7%	14%	-3%
COC(=O)C1=NOC2(C=C(Br)C(OC)=C(Br)C2=O)C1 (stereo unspecified)	-5%[17.5 µM]	0.0%[10.1 µM]	.	5%[13.1 µM]	-23%[11.6 µM]	-1%[11.2 µM]	?	6%[11.2 µM]
Cc1ccc(C(=O)NC(=S)N2CCN(C)CC2)cc1	-10%	-1.0%	3%[46.1 µM]	3%	-4%	1%	-1%	-6%
COc1ccc(C(=O)NNC(=O)C(NC(=O)c2ccccc2NC(=O)c2ccco2)C(C)C)cc1 (stereo unspecified)	3%	-1.3%	9%	-19%	3%	-1%[53 µM]	-6%	-2%[53 µM]
CCN(CC)c1ccc(C=Nc2ccc(C)cc2)c(O)c1	-6%	-1.2%	-14%[46.1 µM]	3%	-4%	1%	-11%	-27%
COC(=O)c1ccc(C(NC(=O)OCc2ccccc2)/C(C)=C/[C@@H](C)C(=O)Nc2ccc(OC)cc2)cc1 (stereo partly specified)	-2%	2.0%	.	10%	-16%	-7%	8%	-5%
CCn1nnnc1SCC(=O)c1cc(Cl)ccc1OC	1%	-2.6%	12%	19%	-6%	0%[53 µM]	-1%	-7%[53 µM]
Nc1cc(Cl)nc(N/N=C/c2c(O)ccc3ccccc23)n1	-18%	1.1%	23%	?	?	-5%	11%	-1%
Cc1ccc(/C=C(/C#N)C(=O)NC(C)c2ccccc2)o1 (stereo unspecified)	5%	13%	-3%	0%	11%	-4%	4%	-4%
CCOC(=O)c1cnc(-n2nc(C)cc2C)nc1N(C)C	9%	-1.5%	?	0%	-5%	-1%	2%	-8%
CN1CCN(C(=O)c2cnn3c(C(F)(F)F)cc(-c4ccc5c(c4)OCO5)nc23)CC1	1%	1.0%	-2%[46.1 µM]	1%	0%	-3%	2%	-5%
CN(C)S(=O)(=O)c1ccc2c(c1)N(CC(=O)NCc1cccc(Br)c1)C(=O)CS2	.	-1.1%	.	.	-12%	-1%	1%	-2%
Cc1ccc(C)c(OCC(=O)Nc2ccc(S(=O)(=O)Nc3onc(C)c3C)cc2)c1C	.	3.8%	.	.	-11%	0%	4%	2%
C/C(=N/Nc1nc(-c2ccccc2)c(CC(=O)O)s1)c1ccccc1	-3%	13%	41%	-18%	?	-3%	9%	7%
Cc1nc2ccccc2cc1C(=O)NCc1ccc(F)cc1	6%	-1.4%	11%	5%	-9%	1%	-10%	-4%
COCCNC(=O)c1cnc2sc(N3CCC(C)CC3)nn2c1=O	.	-7.7%	.	.	-6%	-1%	-3%	-9%
CCCCC1=CC2=C(c3ccco3)C(=O)C(C)(OC(=O)c3ccc(OC)cc3)C(=O)C2=CN1CCCN(CC)CC (stereo unspecified)	-5%[17.5 µM]	-0.7%	-12%	?	-1%[11.6 µM]	-3%[11.2 µM]	2%[11.6 µM]	7%[11.2 µM]
O=C(Nc1nc2ccc(Cl)cc2s1)c1ccc(S(=O)(=O)N2CCCC2)cc1	.	1.4%	.	.	-3%	1%	-4%	-8%
Cc1ccc(C(=O)N[C@H](C(=O)OCC(=O)NC2CCS(=O)(=O)C2)C(C)C)cc1 (stereo partly specified)	-7%	1.0%	14%	4%	-2%	4%	3%	6%
CC(=O)Nc1ccc(S(=O)(=O)NC(CC(=O)O)c2ccc(C)cc2)cc1 (stereo unspecified)	-6%	-1.0%	16%	-2%	4%	-2%	8%	-4%
Cc1nc2ccccc2n1-c1nc(-c2ccco2)cc(C(F)(F)F)n1	5%	0.0%	-20%[46.1 µM]	6%	3%	-3%	1%	-3%
Cc1nn(C)c(C)c1S(=O)(=O)N1CCCC(C(=O)NC2CCCCC2)C1 (stereo unspecified)	0%	0.8%	-4%[46.1 µM]	1%	-8%	5%	-6%	2%
CCN(CC)C(=N)/C(C#N)=N/Nc1ccccc1	0%	1.2%	?	-4%	-16%	-2%	1%	-3%
COc1ccc(OC)c(NC(=O)c2cc(=O)c3c(C)cc(C)cc3o2)c1	.	4.5%	.	.	-27%	?	-12%	1%
CCCNC(=O)c1csc2c1CCCCC2	-2%	-1.0%	4%[46.1 µM]	3%	-6%	-2%	5%	-4%
CCOc1cccc2sc(NN)nc12	4%	-4.3%	-7%	-20%	14µM*[quencher]	-4%	?	-1%
CCOC(=O)c1ccccc1OCc1cc(/C=N/NC(=O)c2ccncc2)ccc1OC	-1%	-0.2%	-2%	-5%	?	0%	-9%	5%
C/C(CCN1CCCCc2nc(C)c(C)cc21)=N\O[C@@H](C)CN1CCCCc2nc(C)c(C)cc21	-14%[17.5 µM]	0.0%[10.1 µM]	-29%	8%[13.1 µM]	-26%[11.6 µM]	0%[11.2 µM]	-1%[11.6 µM]	-2%[11.2 µM]
Cc1cc(C)c(C)c(S(=O)(=O)Nc2ccccc2C(=O)NCCCn2ccnc2)c1C	6%	-1.0%	-22%[46.1 µM]	-10%	-23%	0%	4%	6%
c1ccc(-c2csc(-c3nc4ccccc4[nH]3)n2)cc1	5%	-0.1%	.	-1%[21.7 µM]	?	-7%	?	4%
Cc1ncsc1CCC(=O)N1CCCC(C(=O)c2ccc3c(c2)OCO3)C1 (stereo unspecified)	-3%	-1.1%	-12%	3%	5%	-3%	-15%	-7%
O=C(Nc1ccc(F)c(Cl)c1)N1CC=C(c2c[nH]c3ccccc23)CC1	.	?	.	.	7.9µM*[quencher]	-1%	?	-5%
CCCCC(=O)OCc1cc(=O)n2nc(C3CCCCC3)sc2n1	.	1.5%	.	.	-7%	?	1%	1%
O=C(COc1ccccc1)Nn1cnc2ccccc21	-23%	4.0%	-1%[46.1 µM]	9%	-5%	-4%	-1%	6%
CCC(C)Oc1nc(C)cc(C)c1S(=O)(=O)c1ccccc1C (stereo unspecified)	-3%	0.0%	?	11%	-10%	-3%	1%	-2%
CCSc1nc(-c2ccc(OC)cc2)nc2c1Cc1c(CO)cnc(C)c1O2	.	-2.2%	.	.	-6%	-2%	6%	-3%
Cc1nc2cc(-c3ccc(Cl)cc3)nn2c(C)c1CCC(=O)NCc1ccco1	4%	-4.8%	?	3%	-14%	-1%	-2%	11%

Two records drawn at random from the list so far:
SMILES	GLA spleen mod	Epigenetic derep	NPSR antag	CBFb-RUNX1 inh	Tau fluor counter	TexasRed fluor	Tau FP inhib	TRb SRC2 PPI
Cc1ncsc1CCC(=O)N1CCCC(C(=O)c2ccc3c(c2)OCO3)C1 (stereo unspecified)	-3%	-1.1%	-12%	3%	5%	-3%	-15%	-7%
O=C(COc1ccccc1)Nn1cnc2ccccc21	-23%	4.0%	-1%[46.1 µM]	9%	-5%	-4%	-1%	6%

Other records
SMILES	GLA spleen mod	Epigenetic derep	NPSR antag	CBFb-RUNX1 inh	Tau fluor counter	TexasRed fluor	Tau FP inhib	TRb SRC2 PPI
CCC1=NN(C(=O)COc2ccccc2)C(O)(c2ccncc2)C1 (stereo unspecified)	-2%	-1.1%	-3%	-2%	-4%[2.34 µM]	6%[53 µM]	3%	9%[53 µM]
COCCN1CCc2nc(SCC(=O)Nc3ccc(C)c(Cl)c3)[nH]c(=O)c2C1	.	-0.2%	.	.	-9%	0%	-1%	-1%
COc1ccc(S(=O)(=O)N2CCCN(CC(=O)Nc3ccc4c(c3)OCO4)CC2)cc1	0%	-0.2%	?	-11%	-13%	-1%	0%	-9%
CCOc1ccc(S(=O)(=O)NC(C)C)cc1C(N)=O	2%	-1.9%[10.1 µM]	12%	0%	11%	-4%	3%	-8%
